From PubChem BioAssay
PGK inhibitor: qHTS Assay to Find Inhibitors of Phosphoglycerate Kinase; Phosphoglycerate kinase, glycosomal (Trypanosoma brucei brucei), P07378; AID 602233, 2012; Potency, µM (titrated, usually from 57.5 µM), inactives show at the top dose activity change, negative = inhibition, hits mostly inhibitors; 0.043% of 380,000 active; PGK/GAPDH coupled, Kinase-Glo luminescence, 60 min; also: potency is read from the fitted curve at half-maximal effect; % is scaled to controls: 0 for no effect and ±100 for the full control effect; nearly all actives have a fitted effect of over 60% in size
Target sequence (P07378 whole entry, looked up): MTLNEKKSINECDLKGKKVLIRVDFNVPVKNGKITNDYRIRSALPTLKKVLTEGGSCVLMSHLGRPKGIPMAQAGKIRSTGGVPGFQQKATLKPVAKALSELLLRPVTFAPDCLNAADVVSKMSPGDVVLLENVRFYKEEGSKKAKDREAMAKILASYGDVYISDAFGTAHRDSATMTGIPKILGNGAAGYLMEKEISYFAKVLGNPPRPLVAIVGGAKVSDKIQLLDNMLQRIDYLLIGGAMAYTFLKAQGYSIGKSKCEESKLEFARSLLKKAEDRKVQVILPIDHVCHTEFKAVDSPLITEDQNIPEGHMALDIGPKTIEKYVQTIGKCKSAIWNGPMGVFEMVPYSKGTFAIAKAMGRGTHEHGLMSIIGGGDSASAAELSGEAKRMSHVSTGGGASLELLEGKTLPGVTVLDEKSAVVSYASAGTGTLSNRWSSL
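Recombinant glycosomal PGK reaction used 1,3-bisphosphoglycerate generated in-well by GAPDH (100nM final) in 100mM TEA pH 7.6, 5mM MgCl2, 0.01% Tween-20. After 60 minutes at room temperature, ATP was read by Kinase-Glo Plus luminescence end-point.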
GLS inhibitor: qHTS for Inhibitors of Glutaminase (GLS); 0.21% of 410,000 active; Potency, µM (top dose mostly 45.5 µM), inactives show at the highest dose activity change, negative = inhibition, usual class: inhibitors; GLS enzymatic activity, qHTS titration; AID 624170, 2012; Glutaminase kidney isoform, mitochondrial (Homo sapiens), O94925; also: potency is read from the fitted curve at half-maximal effect; % is scaled to controls: 0 for no effect and ±100 for the full control effect
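Read-out is an Amplex red fluorescence increase coupled through glutamate oxidase and HRP, measured before and after 30 min room-temperature incubation. hKGA is in 45 mM KH2PO4 (pH 8.2) with 0.02% Tween-20; glutamine added as 1mM solution.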
Pin1 inh: qHTS Assay to Find Inhibitors of Pin1; Potency, µM (doses to about 115 µM), inactives show at the highest dose activity, negative = inhibition, hits mostly inhibitors; Peptidyl-prolyl cis-trans isomerase NIMA-interacting 1 (Homo sapiens), Q13526; 0.009% of 390,000 active; AID 504891, 2011; Pin1 FP peptide displacement, HiFluor488, 10 min; active = well fitted inhibition curve with a large enough effect in the polarisation, with a control signal flat, not every such curve was filed as active; inconclusive = small, poorly fitted or top-dose-only effect, or effect the other way, or a change in a side signal; inactive = no such curve, though single readings can be large or run the other way; the % refers to the polarisation; also: potency is read from the fitted curve at half-maximal effect; % is scaled to controls: 0 for no effect and ±100 for the full control effect
G9a block: qHTS Assay for Inhibitors of Histone Lysine Methyltransferase G9a; Histone-lysine N-methyltransferase EHMT2 (Homo sapiens), Q96KQ7; G9a H3K9 monomethylation, AlphaScreen, 2 h; Potency, µM (top dose mostly 102 µM), inactives show at the top dose activity, negative = inhibition, actives largely listed as inhibitors; 8.8% of 350,000 active; also: potency is read from the fitted curve at half-maximal effect; % is scaled to controls: 0 for no effect and ±100 for the full control effect; nearly all actives have a fitted effect of over 75% in size
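Quantitative HTS format: methyltransferase activity on a biotin-tagged H3K9 peptide is measured by AlphaScreen, using a rabbit anti-monomethyl-H3K9 antibody with streptavidin donor and anti-IgG acceptor beads. Final levels are 20 nM enzyme, 500 nM peptide, 20 uM SAM; 2 h RT.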
PI4K2A inh: qHTS for small molecular inhibitors of PI4K2A; Phosphatidylinositol 4-kinase type 2-alpha (Homo sapiens), Q9BTU6; purified PI4K2A, ADP-Glo luminescence, 1 h; stronger effect = lower value; AID 1346378, 2018; activity change, negative = inhibition, % at 76.9 µM; 0.13% of 420,000 active; in the data active = activity change below about -50%; inconclusive = mostly about -30% to -49%;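 also: -100% = wells without enzyme as full effect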
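PI4K2A activity was measured by ADP-Glo luminescence: enzyme (4 ug/mL stock) and phosphatidylinositol (1.2 mM stock) in Tris pH 7.5/MgCl2/EGTA/Triton X-100 buffer were reacted with ATP (300 microM stock) for one hour at ambient temperature.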
ERG Ets-DNA blk: qHTS for Small Molecule Inhibitors of the ERG Ets/DNA interaction. Transcriptional regulator ERG (Homo sapiens), P11308. fluorescence polarization, His-ERG Ets domain / labelled DNA. Potency, µM (series often up to 76.9 µM), without a hit: at the top dose FP activity, negative = inhibition, usual class: inhibitors. 0.028% of 370,000 active; active = well fitted inhibition curve with a large enough effect in the polarisation, with a control signal flat; inconclusive = small, poorly fitted or top-dose-only effect, or effect the other way, or a change in a side signal; inactive = no such curve, though single readings can be large or run the other way; the % refers to the polarisation;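 also: polarization taken with two DNA probes labelled with fluorescein and Texas red; potency is read from the fitted curve at half-maximal effect; % of control where 0% means no effect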
Target sequence (P11308 whole entry, looked up, the tested form may be a part): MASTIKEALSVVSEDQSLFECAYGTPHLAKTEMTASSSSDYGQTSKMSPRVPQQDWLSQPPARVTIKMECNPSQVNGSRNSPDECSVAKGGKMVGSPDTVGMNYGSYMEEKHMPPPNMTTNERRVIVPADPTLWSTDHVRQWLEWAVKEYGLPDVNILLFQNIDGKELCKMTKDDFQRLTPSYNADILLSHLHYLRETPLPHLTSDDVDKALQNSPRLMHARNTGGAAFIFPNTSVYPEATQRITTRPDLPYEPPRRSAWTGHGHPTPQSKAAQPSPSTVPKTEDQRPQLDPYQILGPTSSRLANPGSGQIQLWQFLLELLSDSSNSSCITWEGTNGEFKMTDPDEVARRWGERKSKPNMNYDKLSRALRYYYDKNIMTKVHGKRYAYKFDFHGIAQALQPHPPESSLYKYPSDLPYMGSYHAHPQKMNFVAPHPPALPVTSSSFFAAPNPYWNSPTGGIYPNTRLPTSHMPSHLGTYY
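His-tagged ERG Ets domain (1 uM in the protein solution; 300mM KCl, 50mM Tris-HCl, 1mM EDTA, 1mM DTT, pH 7.5) received compound, then a probe mix of 5 nM fluorescein-DNA and 100nM Texas-615-DNA. Fluorescence polarization was read for both dyes.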
JMJD2A Tudor: qHTS Assay for Inhibitors of JMJD2A-Tudor Domain; Potency, µM (highest dose often 114 µM), for the others: at the top dose activity change, negative = inhibition, most hits filed as inhibitors; AlphaScreen JMJD2A-Tudor / H3K4me3 peptide binding; 4.4% of 390,000 active; also: potency is read from the fitted curve at half-maximal effect; % is scaled to controls: 0 for no effect and ±100 for the full control effect; nearly all actives have a fitted effect of over 50% in size
HP1b binding inh: HTS for Inhibitors of HP1-beta Chromodomain Interactions with Methylated Histone Tails; AlphaScreen HP1-beta / biotin-H3K9me3 peptide binding; Potency, µM (series often up to 114 µM), without a hit: at the top dose activity change, negative = inhibition, usual class: inhibitors; Chromobox protein homolog 1 (Homo sapiens), P83916; AID 540317, 2011; 0.56% of 390,000 active; also: potency is read from the fitted curve at half-maximal effect; nearly all actives have a fitted effect of over 70% in size; inactives centre near 23
Target sequence (P83916 whole entry, looked up): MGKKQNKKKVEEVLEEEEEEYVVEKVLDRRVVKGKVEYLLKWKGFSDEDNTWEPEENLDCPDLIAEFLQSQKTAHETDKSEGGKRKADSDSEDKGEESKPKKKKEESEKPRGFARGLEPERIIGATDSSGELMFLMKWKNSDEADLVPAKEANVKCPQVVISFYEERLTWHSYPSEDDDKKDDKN
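HP1-beta protein (50 nM final) preincubated 30 min at room temperature with biotinylated H3(1-18)K9me3 peptide (50 nM) in PBS pH 7.4, 0.01% Tween-20, then compound added for 30 min. AlphaScreen streptavidin donor/nickel chelate acceptor beads (10 ug/mL final), 30 min dark, luminescence read.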
BAZ2B block: qHTS Assay for Inhibitors of BAZ2B; Bromodomain adjacent to zinc finger domain protein 2B (Homo sapiens), Q9UIF8; AlphaScreen BAZ2B-H3K14Ac peptide displacement; Potency, µM (doses to about 114 µM), without a hit: at the top dose activity change, negative = inhibition, usual class: inhibitors; 4.4% of 360,000 active; AID 504333, 2011; also: potency is read from the fitted curve at half-maximal effect; % is scaled to controls: 0 for no effect and ±100 for the full control effect; nearly all actives have a fitted effect of over 60% in size
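Protein-peptide AlphaScreen: BAZ2B 50 nM, b-H3K14Ac 50 nM, 1x PBS pH 7.4 + 0.01% Tween-20. Preincubation 30 min RT; cpd 30 min RT (top 110 uM); beads 20 min RT, light-protected.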
Numbers without * were called inactive; i = inactive; ? = inconclusive; . = no result given; & = joins results of further samples; [ ] = another dose, or the depositor's remark. Unless noted, calls follow the shape of the dose curve; as a rule, active = well fitted curve in the direction sought with a large enough effect; inconclusive = small, poorly fitted or top-dose-only effect, or another doubt; inactive = no such curve, though single readings can be large; an effect the other way counts as inactive or inconclusive.

SMILES	PGK inhibitor	GLS inhibitor	Pin1 inh	G9a block	PI4K2A inh	ERG Ets-DNA blk	JMJD2A Tudor	HP1b binding inh	BAZ2B block
COc1cccc(NC(=O)C2CC(=O)OC23CCOC(C)(C)C3)c1 (stereo unspecified)	8%	22%	-6%	-4%[59 µM]	-4	-1%	-2%	23%	-6%
Fc1ccc(-n2ncc3c(NCCC4=CCCCC4)ncnc32)cc1	-5%	-1%	5%	7%[59 µM]	-1	0%	-3%	30%	5%
Cc1c(C(N)=O)nnn1-c1ccc(Br)cc1	-8%	5%	-5%	-30%[59 µM]	-1	-1%	-2%	51%[activator]	0%
CCc1ccc(NC(=O)Nc2ccc3c(c2)CCC3)cc1	-2%	8%	-5%	-22%	1	12%	-6%	28%	-21%
Cc1onc(-c2ccccc2)c1C(=O)Nc1ccc2c(c1)OCO2	.	18%	-1%	-9%[59 µM]	7	.	-18%	29%	4%
CC[C@]12c3[nH]c4ccccc4c3CCN1C(=O)C(CC(=O)NCCN1CCOCC1)C[C@@H]2C(=O)N1CCN(C(=O)c2ccco2)CC1 (stereo partly specified)	-6%	-3%	-1%	.	-3	1%	-5%	66%[activator]	.
CCc1ccc(N2CC(C(=O)Nc3ccc4c(c3)OCO4)CC2=O)cc1 (stereo unspecified)	-7%	-5%	4%	2%[12.7 µM]	4	1%	3%	47%[activator]	6%
O=C(CSc1nc2[nH]ncc2c(=O)[nH]1)Nc1ccc(F)cc1	-10%	-8%	-1%	?	-4	-8%	-5%	38%	-3%
CC1(C)C=Cc2c(c3c(c4c(=O)c(-c5ccc(O)cc5)coc24)OC(C)(C)CC3)O1	6%	0%	?	?	0	-3%	?	-9%	-27%
Cc1ccc(C(CNC(=O)C(=O)Nc2ccc3c(c2)OCCO3)N2CCN(C)CC2)cc1 (stereo unspecified)	5%	8%	-7%	3%[59 µM]	-1	5%	-17%	8%	1%
CCc1cccc(CC)c1NC(=O)COn1nnc2ccc(C(F)(F)F)cc21	-5%	13%	3%	-16%	-4	-1%	-2%	12%	-2%
Cc1ccc(OCCCC(=O)Nc2ccc(Cl)c(S(=O)(=O)N3CCOCC3)c2)cc1	0%	-1%	?	-51%[12.7 µM]	1	-4%	0%	45%[activator]	10%
COC(=O)c1sccc1NN1C(=O)c2ccccc2C1=O	7%	?	4%	.	9	-11%	9%	18%	-10%
CCC(=O)c1ccc(OCC(=O)Nc2ccc(N3CCCCC3)cc2)cc1	8%	24%	9%	13%[12.7 µM]	-1	-1%	-7%	24%	4%
COc1ccc(F)cc1S(=O)(=O)N1CCN(C(=O)c2ccco2)CC1	-7%	-11%	-3%	.	0	-4%	-10%	39%[activator]	-6%
O=C(CNS(=O)(=O)c1ccc(Br)s1)N1CCN(c2ccc(F)cc2)CC1	-3%	-7%&22%	-2%&-9%	6%&0%[59 µM]	1&4	9%&0%	-20%&-31%	-11%&15%	-35%&-3%
COc1cccc(SCc2noc(C(=O)NCC3CCCO3)c2C(=O)O)c1 (stereo unspecified)	0%	10%	6%	33%[0.501 µM]	-2	8%	-1%	62%[activator]	-8%
CCc1ccc(N2CC(C(=O)NC3CC3)CC2=O)cc1 (stereo unspecified)	-4%	-2%	-1%	25%[59 µM]	-3	-4%	-4%	37%	-32%
COc1ccc(NC(=O)Cn2nc3c(cc2=O)CCCC3)cc1Cl	i	-9%	?	2%[59 µM]	-2	2%	-23%	12%[57 µM]	-4%
COc1ccc(/C=C/CN2CCCC(CO)(Cc3cccc(Cl)c3)C2)cc1 (stereo unspecified)	-1%	10%	-6%	?	-3	10%	-28%	17%	?
O=C(NNC(=S)NC1CCCCC1)c1ccccc1Br	7%	27%	-13%	3%[0.0925 µM]	-4	2%	-7%	55%[activator]	-1%
COc1ccc(C(=O)Nc2c(-c3ccccc3)nc3ccccn23)c(OC)c1	i	23%	2%	2%	8	4%	-14%	25%	-4%
CC(Oc1ccc(Br)cc1Cl)C(=O)Nc1ccncc1 (stereo unspecified)	-5%	-4%	-9%	.	6	-8%	-22%	28%	-6%
O=C(CNC(=O)c1cc(-c2ccccc2)nn1-c1ccccc1)Nc1ccccc1Br	-10%	-1%	28%	.	-5	23%	0%	55%[activator]	.
Cc1ccc(OCC(O)Cn2c(=N)n(CCN3CCCCC3)c3ccccc32)cc1 (stereo unspecified)	-3%	25%&1%	-2%	-6%[12.7 µM]	0&-1	-3%&2%	-13%	-8%&17%	1%
The results go on.
SMILES	PGK inhibitor	GLS inhibitor	Pin1 inh	G9a block	PI4K2A inh	ERG Ets-DNA blk	JMJD2A Tudor	HP1b binding inh	BAZ2B block
CN(C(=O)c1ccc(Cl)cc1)C1CCS(=O)(=O)C1 (stereo unspecified)	-8%	-2%	-2%	.	-3	-16%	2%	60%[activator]	.
O=C(CCC1N=C2c3ccccc3N=C(SCc3ccc(Cl)cc3)N2C1=O)NC1CCCCC1 (stereo unspecified)	-6%	-7%	-3%	4%[59 µM]	0	-1%	-19%	11%	-1%
COCCNC(=O)c1ccc2nc(Cc3ccccc3)oc2c1	-1%	-1%	-3%	3%[59 µM]	2	-1%	-11%	12%[57 µM]	-2%
CCOC(=O)c1cnc(-n2[nH]c(C)cc2=O)[nH]c1=O	-17%	-3%	?	?	-2	15%	2.8µM*	50µM*	1.8µM*
CS(=O)(=O)N(CC(=O)Nc1cccc(F)c1)c1cccc([N+](=O)[O-])c1	-6%	2%	-1%	-2%	0	5%	-23%	20%	-27%
CC1(C)Cc2ccccc2C(NNC(=O)c2ccc(Br)o2)=N1	i	23%	-1%	.	4	13%	-15%	26%	.
Cc1cc(C(=O)CSc2n[nH]c(N)n2)c(C)n1-c1ccc2c(c1)OCO2	-2%	9%	1%	?	-2	2%	?	?	?
CCOc1ccc(NC(=O)N2CCC(NC(=O)C(Cc3ccc(OC)c(OC)c3)NC(C)=O)CC2)cc1 (stereo unspecified)	-8%	22%	-9%	4%[59 µM]	-3	-4%	-10%	39%[activator]	6%
Clc1ccc(-n2nnc(-c3nccs3)n2)cc1Cl	i	26%	-15%	3.2µM*	-3	-3%	16µM*	-2%	-14%
O=C(NC(Cc1c[nH]c2ccccc12)C(=O)O)c1ccc(F)cc1 (stereo unspecified)	-10%	8%	1%	1%	3	-11%	-10%	20%	-14%
CCCn1c(N)c(C(c2ccc(OC)cc2)N2CCN(c3ccccc3)CC2)c(=O)[nH]c1=O (stereo unspecified)	2%	22%	-1%	-48%[12.7 µM]	0	-1%	-10%	-5%	-21%
O=C1CN(C(=O)/C=C/c2ccccc2F)c2ccccc2N1	-4%	2%	4%	-3%	15	-6%	-28%	11%	-12%
Nc1cc2c(cc1Cl)-c1ccc([N+](=O)[O-])cc1C2=NO	-5%	-1%	?	.	4	.	-19%	8%	.
O=S(=O)(Cc1cccc(F)c1)c1c[nH]c2ccccc12	-8%	2%	?	1%	8	-1%	-17%	28%	11%
Cc1cccc(Cn2c(CN3CCC(C(=O)NCc4cccnc4)CC3)cc3ccccc32)c1	9%	8%	?	-33%[59 µM]	-2	0%	?	8%	?
CCOc1ccc(S(=O)(=O)N2CCN(C(=O)c3cc(C4CC4)nn3-c3ccccc3)CC2)cc1	-3%	-7%	9%	?	-3	1%	?	2%	-12%
Nc1ncc(-c2cc3ccccc3oc2=O)s1	-11%	9%	-6%	?	-13	3%	-8%	38%	-10%
COc1ccc(C(=O)Nc2ccnn2C2CCN(Cc3cn(C)nc3C)CC2)cc1	0%	0%	-10%	.	-3	?	-14%	53%[activator]	-4%
Cc1cc(C(=O)NCc2ccc3c(c2)OCO3)c(C)o1	-13%	1%	-3%	2%	2	1%	-20%	1%	-28%
Cc1cccc(NC(=O)CSc2nnc(-c3ccccc3C)o2)c1	-6%	-2%	10%	?	-3	-2%	-4%	25%	1%
CCCCCCCCCCCCCCCC[n+]1cccc2ccccc21	-4%	?	?	6.3µM*	0	-1%	?	-13%	50µM*
O=C(CC1C(=O)N(c2ccccc2)C(=O)N1Cc1ccc(F)cc1)Nc1cccc(F)c1 (stereo unspecified)	1%	2%	3%	?	-7	-1%	-18%	10%	-3%
COc1cc2c(cc1OC)C(COc1ccc(C(C)C)cc1)N(C(=O)c1ccc(S(=O)(=O)N3CCCC3)cc1)CC2 (stereo unspecified)	0%	5%	-6%	-34%[59 µM]	20	0%	-25%	10%	-19%
COc1ccc(C2C(C(=O)Nc3ccccc3)=C(C)Nc3nc(SCC(=O)c4ccc(C)cc4)nn32)cc1 (stereo unspecified)	-1%	7%	2%	12%[59 µM]	0	0%	-4%	25%	2%
Cc1ccc(NS(=O)(=O)c2cn(C)c(=O)n(C)c2=O)cc1C	-2%	1%	-5%	8%	3	3%	-15%	13%	-37%
